# From PubChem
# SIRT5 inh – blocks human SIRT5 desuccinylation of peptide | Q9NXA8 | Purified SirT5, succinyl-peptide AMC, trypsin-coupled fluorescence | inhibition, % at 15 µM | 330,000 compounds, 1.1% hits | AID 652115; in the data active means inhibition above about 15%; inconclusive means no clear call, values can overlap the other calls
# Target sequence (Q9NXA8 whole entry, looked up): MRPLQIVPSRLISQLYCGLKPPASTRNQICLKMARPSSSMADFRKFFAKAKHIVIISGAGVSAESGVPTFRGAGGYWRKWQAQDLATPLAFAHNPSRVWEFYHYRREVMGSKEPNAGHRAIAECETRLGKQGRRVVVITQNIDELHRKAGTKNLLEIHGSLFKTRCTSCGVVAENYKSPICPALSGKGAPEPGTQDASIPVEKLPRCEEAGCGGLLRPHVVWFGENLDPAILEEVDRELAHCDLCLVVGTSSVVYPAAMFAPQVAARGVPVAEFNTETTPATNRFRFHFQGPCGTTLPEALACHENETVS
# S100A4 MyoIIA – S100A4-myosin IIA interaction inhibition | P26447 | inhibition, % at 10.7 µM | 360,000 compounds, 0.14% hits | AID 652163 | S100A4/TAMRA-MyoIIA peptide fluorescence polarization;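 active means mean inhibition of at least 70% across replicates, with every replicate also reaching that level; inconclusive means mean inhibition reaches 70% but some replicates fall short; inactive means mean inhibition below 70%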
# Target sequence (P26447 whole entry, looked up): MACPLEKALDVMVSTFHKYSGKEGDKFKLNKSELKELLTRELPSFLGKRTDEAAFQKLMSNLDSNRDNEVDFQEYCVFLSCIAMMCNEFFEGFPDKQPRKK
#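 Compound dosing: one dose per compound; test system: human S100A4 monomer with TAMRA-labelled myosin IIA peptide; probe or stimulus: TAMRA-labelled myosin IIA heavy-chain peptide probe, 5 nM; medium: HEPES buffer with Ca2+, pH 7.2; schedule: 5 min incubation before reading; benchmarks: neutral control DMSO, positive control TFP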
# CASP6 VEID inh – caspase-6 (human) enzyme inhibition | purified caspase-6, Z-VEID-R110 cleavage fluorescence | inhibition, % at 12.5 µM | 350,000 compounds, 0.53% hits;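 active means mean inhibition across replicates at least about 35%, with every replicate also reaching that limit, limit read from the data; inconclusive means only one of the two criteria met; inactive means neither criterion met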;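 further: 0% = median of neutral control wells and 100% = no fluorescence left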
# Target sequence (P55212 24-179 limits assumed): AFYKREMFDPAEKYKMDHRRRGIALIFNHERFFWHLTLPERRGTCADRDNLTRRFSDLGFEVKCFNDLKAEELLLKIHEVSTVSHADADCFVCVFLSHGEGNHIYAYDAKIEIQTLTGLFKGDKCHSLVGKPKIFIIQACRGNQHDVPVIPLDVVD
# Target sequence (P55212 194-293 limits assumed): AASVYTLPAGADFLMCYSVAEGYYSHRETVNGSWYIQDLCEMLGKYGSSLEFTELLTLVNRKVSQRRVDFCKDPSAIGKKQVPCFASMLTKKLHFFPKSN
# esBAF inh – SWI/SNF esBAF complex inhibition; mouse ES cells, Bmi1-luciferase knock-in reporter, 24 h; 100% = twice the neutral-well signal; 350,000 compounds, 2% hits; reporter increase, % at 12.5 µM; AID 602393; in the data active means activation above about 40%; inconclusive means no clear call, values can overlap the other calls;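 further: 0% = median of the plate's neutral control wells and 100% = double that signal; a rise in the Bmi1 reporter signal indicates esBAF inhibition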
# FN deposition inh – fibronectin deposition inhibition | inhibition, % at 12.6 µM | AID 743247 | 350,000 compounds, 0.086% hits | AH1F fibroblasts, Alexa488-fibronectin deposition fluorescence, overnight;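 active means mean inhibition across replicates of 30% or more, regardless of how many single replicates reach that level; inconclusive means mean under 30% yet at least half of replicates reach 30%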;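 further: positive control wells lacked labelled fibronectin entirely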
#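 Test system: AH1F fibroblast monolayer depositing Alexa488-labelled fibronectin into matrix. Input: 10000 cells per well. Technique: fluorescence, ex 485 nm, em 525 nm. Buffer or medium: DMEM plus 2% serum, read in PBS. Timing: 1 h cell adhesion before compound, then overnight fibronectin incubation. Compound: single dose, pinned. Read-out basis: inhibition from reduced deposited-fibronectin fluorescence.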
# LGR2 inh – Drosophila LGR2 receptor signaling inhibition; HEK293 LGR2, CRE-luciferase, bursicon-stimulated, 4 h; inhibition, % at 9.99 µM; 380,000 compounds, 0.35% hits; AID 720647;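 active means drop in luminescence signal, shown as inhibition above about 50% in the replicate tests, limit read from the data, passing the limit was not always enough; inconclusive means probably only some replicates passing the limit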;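 further: agonist challenge used bursicon conditioned medium at about half maximal strength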
# Statin myotox sup – suppression of simvastatin myotoxicity. rescue of ATP level, % at 7.49 µM. AID 602340. 330,000 compounds, 0.78% hits. C2C12 myotubes + simvastatin, ATP luminescence, 48 h; scaled: DMSO 0, geranylgeraniol control 100;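 active means mean ATP rescue above about 67%, or every replicate alone reaching that limit, limit read from the data, passing the limit was not always enough; inconclusive means no clear call, values can overlap the other calls; inactive means mean under the limit and some replicate under it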;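 further: myotubes were challenged with 10 µM simvastatin during compound exposure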
# * hit, by the source's call; ? = inconclusive; · = no result given. Only part of the results is shown (hit frequency here may not be typical).
(1) Cn1nnnc1NCc1cccc(Cl)c1
(2) CC(=O)Nc1ccc(C=NNc2ccc([N+](=O)[O-])cc2S(=O)(=O)Nc2ccccc2C(=O)O)cc1
(3) Cc1cc(C)n2nc(C(=O)OCC(=O)NC3CCCCC3)nc2n1
(4) O=C(COc1cccnc1[N+](=O)[O-])Nc1cccc(Br)c1
(5) O=C(Cc1cccnc1)N1[C@@H](CO)[C@@H]2c3ccccc3NC[C@@H]21
(6) COc1cccc(NC(=O)Cn2c(CCC(=O)O)ccc2-c2cccs2)c1
entry no.,1,2,3,4,5,6
SIRT5 inh,-3,26*,-8,-3,-2,0
CASP6 VEID inh,-1,20,2,-2,0,5
S100A4 MyoIIA,-7,-2,-2,-5,8,-9
esBAF inh,2,1,2,63*,0,-10
LGR2 inh,-12,2,-8,-47,2,-16
FN deposition inh,11,-13,3,-1,·,-8
Statin myotox sup,-1,-1,1,10,-2,-1

# Reprinted from the part before: 3 entries; new compounds follow.
(4) O=C(COc1cccnc1[N+](=O)[O-])Nc1cccc(Br)c1
(5) O=C(Cc1cccnc1)N1[C@@H](CO)[C@@H]2c3ccccc3NC[C@@H]21
(6) COc1cccc(NC(=O)Cn2c(CCC(=O)O)ccc2-c2cccs2)c1
(7) COc1cc(OC)cc(-c2c(C#Cc3ccsc3)c3cc(Br)ccc3n2C)c1
(8) CO[C@@H]1CN(C)C(=O)c2ccc(NC(=O)c3cnccn3)cc2OC[C@H](C)N(C)C[C@@H]1C
(9) COC(=O)c1cc(S(=O)(=O)NC2CCN(Cc3ccccc3)CC2)cn1C
(10) COC(=O)c1ccc(C(=O)NC2CCCc3c2cnn3-c2cc(F)cc(F)c2)nc1 (configuration not stated)
(11) CCN1CCN(c2cc(C)c3cc(NC(=S)NCCN(C)C)ccc3n2)CC1
(12) C[C@H](CO)N1C[C@H](C)[C@H](CN(C)S(=O)(=O)c2ccccc2)Oc2ccc(NC(=O)c3ccncc3)cc2CC1=O
entry no.,4,5,6,7,8,9,10,11,12
SIRT5 inh,-3,-2,0,-5,·,·,3,21*,-5
CASP6 VEID inh,-2,0,5,-1,·,·,1,-90,1
S100A4 MyoIIA,-5,8,-9,-30,·,·,5,-20,-1
esBAF inh,63*,0,-10,-7,1,-5,-1,-2,4
LGR2 inh,-47,2,-16,·,-12,3,-3,-12,-9
FN deposition inh,-1,·,-8,23,3,·,7,9,1
Statin myotox sup,10,-2,-1,-1,4,4,-1,-1,-2

# Compound profiles, as listed above. Order of values: SIRT5 inh | CASP6 VEID inh | S100A4 MyoIIA | esBAF inh | LGR2 inh | FN deposition inh | Statin myotox sup
# Profile of `COc1cccc(NC(=O)Cn2c(CCC(=O)O)ccc2-c2cccs2)c1` : 0 | 5 | -9 | -10 | -16 | -8 | -1
# Profile of `O=C(COc1cccnc1[N+](=O)[O-])Nc1cccc(Br)c1` : -3 | -2 | -5 | 63* | -47 | -1 | 10

# Carrying on:
(13) CCCCNC(=O)C(=O)NCc1ccncc1
(14) O=C(CCCN1CCC(C(O)c2ccc(F)cc2)CC1)c1ccc(F)cc1 (configuration not stated)
(15) CN1CCN(C(=O)c2cc3c(s2)-c2ccccc2S(=O)(=O)C3)CC1
(16) CCn1c(COC(=O)CNC(=O)c2ccccc2)nc2cc(S(=O)(=O)N(C)C)ccc21
(17) CC(=O)c1cccc(OCc2cc(C(=O)N3CCC(N4CCCCC4)CC3)no2)c1
(18) O=C(c1ccccn1)c1ncc(C(F)(F)F)cc1Cl
entry no.,13,14,15,16,17,18
SIRT5 inh,-2,3,-1,-6,-1,·
CASP6 VEID inh,1,2,-2,-1,-5,·
S100A4 MyoIIA,1,-2,-8,-4,-3,·
esBAF inh,·,·,9,-5,6,3
LGR2 inh,6,8,·,2,9,7
FN deposition inh,-25,-7,-3,-2,5,·
Statin myotox sup,·,·,4,14,10,4

(19) COc1ccc(NC(=O)NNC(=O)COc2ccc3ccccc3c2)cc1OC
(20) C[C@H]1CN([C@@H](C)CO)C(=O)c2cc(C#CC3CC3)cnc2O[C@H]1CN(C)Cc1ccncc1
(21) O=C(Cn1cc(S(=O)(=O)Cc2ccccc2F)c2ccccc21)N1CCOCC1
(22) CCN(CC)CCCn1c2c(c(SCC(=O)Nc3ccccc3Cl)nc1=O)CCC2
(23) CCN=C1SC(CC(=O)NC(C)C)C(=O)N1CC (configuration not stated)
(24) C#CCOCCOCCOCCNc1nc(N2CCN(C(=O)C([C@@H](C)CC)n3cc(C(N)CC(C)C)nn3)CC2)nc(N2CCN(C(=O)[C@H](CCC(=O)O)n3cc(C(N)[C@H](C)CC)nn3)CC2)n1 (some centres not stated)
entry no.,19,20,21,22,23,24
SIRT5 inh,-1,?,-3,2,·,0
CASP6 VEID inh,5,1,2,-7,·,-4
S100A4 MyoIIA,3,8,-2,-5,·,-12
esBAF inh,-2,0,3,3,-9,-8
LGR2 inh,-21,-14,-3,-11,·,5
FN deposition inh,-21,-6,2,2,0,6
Statin myotox sup,-7,9,-3,-16,-8,3

(25) CC(=O)Nc1ccccc1NC(=O)C/C(C)=N/NC(=O)C(=O)N1CCCCC1
(26) CC(/C=N/n1c(-c2cccnc2)n[nH]c1=S)=C\c1ccco1
(27) CCN(CC)C(=O)CN(c1cccc(C(F)(F)F)c1)S(C)(=O)=O
(28) CCC(=O)Nc1ccc(C(=O)NNC(=O)c2ccc(Cl)cc2)cc1
(29) COc1ccc(NC(=O)N(C)C[C@@H]2Oc3ccc(NC(=O)NC4CCCCC4)cc3CC(=O)N([C@@H](C)CO)C[C@@H]2C)cc1
(30) Cc1ccc(S(=O)(=O)NC2CCSC2=O)cc1C (configuration not stated)
entry no.,25,26,27,28,29,30
SIRT5 inh,3,0,·,1,-1,-1
CASP6 VEID inh,4,14,·,14,-6,-5
S100A4 MyoIIA,1,0,·,-3,-6,1
esBAF inh,-8,-2,-5,-4,4,-4
LGR2 inh,-17,·,·,-15,9,8
FN deposition inh,-7,1,-11,-6,-11,-10
Statin myotox sup,-19,3,-4,-3,22,10

(31) CCc1ccc(NS(=O)(=O)c2c(C)noc2C)cc1
(32) Cc1cccc(-c2noc(CNC(=O)COc3ccccc3C)n2)c1
(33) Cc1ccc(C=NNC(=O)C(=O)Nc2ccc(Cl)c([N+](=O)[O-])c2)cc1
(34) Nc1nc(NCC2CCCO2)nc(Nc2cccc(Cl)c2)c1[N+](=O)[O-] (configuration not stated)
(35) C[C@H](CO)N1C[C@H](C)[C@H](CN(C)Cc2ccc(C(=O)O)cc2)OCc2cnnn2CCCC1=O
(36) CO[C@@H]1CN(C)C(=O)c2ccc(NS(=O)(=O)c3cn(C)cn3)cc2OC[C@@H](C)N(CCC(F)(F)F)C[C@H]1C
entry no.,31,32,33,34,35,36
SIRT5 inh,-3,-4,-1,-2,-5,2
CASP6 VEID inh,-2,-2,-1,-1,1,0
S100A4 MyoIIA,0,-6,-1,4,-31,0
esBAF inh,2,-8,·,0,·,-4
LGR2 inh,-9,23,8,2,-1,6
FN deposition inh,7,4,-5,5,1,10
Statin myotox sup,-3,2,·,5,·,-9

(37) C[C@H](CO)N1C[C@H](C)[C@@H](CN(C)Cc2ccncc2)Oc2ncc(-c3ccc(C#N)cc3)cc2C1=O
(38) CCOC(=O)N1CCN(CC(O)COc2ccccc2C(C)(C)C)CC1 (configuration not stated)
(39) COc1ccc(C#Cc2cnc3c(c2)C(=O)N([C@H](C)CO)C[C@@H](C)[C@@H](CN(C)C(=O)c2ccccc2F)O3)cc1
(40) O=C(CCS(=O)(=O)c1ccc(Br)cc1)NCCc1ccc(Cl)cc1
(41) COc1ccccc1CCNC(=O)c1cccc(S(=O)(=O)NCc2ccccc2)c1
(42) NC(=O)c1nsc(C(=O)N(Cc2ccco2)C(C(=O)NCC2CCCO2)c2ccc(O)cc2)c1N (configuration not stated)
entry no.,37,38,39,40,41,42
SIRT5 inh,1,-4,4,3,-1,·
CASP6 VEID inh,1,2,-1,49*,1,-5
S100A4 MyoIIA,3,-7,-6,0,-1,-4
esBAF inh,-11,·,-4,-2,1,-3
LGR2 inh,-21,-2,24,-2,-10,-4
FN deposition inh,-10,2,1,4,-4,4
Statin myotox sup,-2,·,2,1,-31,-3

(43) CC(c1ccncn1)N(C)Cc1nc(Cc2ccccc2F)no1 (configuration not stated)
(44) COCC(=O)N1CC(=O)N2[C@H](CO)[C@H](c3ccc(-c4ccccc4F)cc3)[C@@H]2C1
(45) CC=Cc1ccc2n(c1=O)C[C@H]1[C@H](CO)[C@@H](C(=O)NCC3CC3)[C@@H]2N1C(=O)C1CC1 (mixture of isomers)
(46) Cc1cccc(N2Cc3ccc(Br)cc3C2)c1
(47) Cc1nn(CC(=O)N2N=C(C(F)F)CC2(O)C(F)F)c(C)c1[N+](=O)[O-] (configuration not stated)
(48) COc1ccc(S(=O)(=O)Nc2ccc3c(c2)C(=O)N([C@H](C)CO)C[C@@H](C)[C@H](CN(C)Cc2ccc4c(c2)OCO4)OCCCC[C@@H](C)O3)cc1
entry no.,43,44,45,46,47,48
SIRT5 inh,-1,-2,-16,-4,3,5
CASP6 VEID inh,2,0,1,-1,-2,0
S100A4 MyoIIA,3,1,-3,-3,-7,-2
esBAF inh,·,·,-5,·,·,0
LGR2 inh,-3,0,7,-30,-6,14
FN deposition inh,4,-18,·,-3,1,8
Statin myotox sup,·,·,7,·,·,-66

(49) CCN(Cc1ccccc1)C(=O)c1ccc(C)c(S(=O)(=O)N2CCCCC2)c1
(50) COc1ccc(NC(=S)Nc2cc(C)cc(C)n2)cc1OC
(51) CO[C@H]1CN(C)C(=O)c2ccc(NS(C)(=O)=O)cc2OC[C@H](C)N(C)C[C@H]1C
(52) CCOC(=O)c1nn(-c2cc(C(=O)OC)cc(C(=O)OC)c2)cc1O
(53) CCC[C@H]1CN(c2ccccc2)C(=O)[C@@H]1CC(=O)Nc1ccc(OC)cc1
(54) CC(C(=O)NC1CCCC1)n1c(C2CC2)nc2ccccc21 (configuration not stated)
entry no.,49,50,51,52,53,54
SIRT5 inh,-4,·,-1,-2,-3,·
CASP6 VEID inh,3,-1,0,-3,-5,-3
S100A4 MyoIIA,7,-1,12,0,-2,4
esBAF inh,-24,·,-3,-5,-3,·
LGR2 inh,-1,-27,2,6,6,-13
FN deposition inh,-2,-2,0,·,3,2
Statin myotox sup,-7,·,0,13,1,·

(55) COc1cc2c(C(=O)NCCN(C)C)cn(CC(C)C)c(=O)c2cc1OC
(56) CN(CCN(C)C(=O)c1[nH]cnc1C(=O)Nc1ccccc1)C(=O)c1[nH]cnc1C(=O)Nc1ccccc1
(57) CC1CCN(C(=O)c2cc(S(=O)(=O)N3CCCCC3)c[nH]2)CC1
(58) Nc1nc(SCC(=O)Nc2ncc(C(F)(F)F)cc2Cl)n[nH]1
(59) O=S(=O)(c1ccccc1Cl)N1CCC(O)(c2cccnc2)CC1
(60) CCOc1cccc(-c2nnc3sc(-c4ccco4)nn23)c1
(61) CC(C)CN(C(=O)C1COc2ccccc2O1)c1c(N)n(CC(C)C)c(=O)[nH]c1=O (configuration not stated)
(62) CCn1c(C)nc2cc(C(=O)NN=Cc3ccc([N+](=O)[O-])cc3)ccc21
(63) CCCc1nc(SCC(=O)Nc2nnc(SCC)s2)c2c(=O)n(C)c(=O)n(C)c2n1
entry no.,55,56,57,58,59,60,61,62,63
SIRT5 inh,0,·,3,-6,0,·,-7,0,-3
CASP6 VEID inh,-3,0,-3,0,-4,·,3,4,-2
S100A4 MyoIIA,4,-24,9,-4,0,·,7,-3,0
esBAF inh,·,-2,-2,·,·,19,-6,-2,-4
LGR2 inh,6,·,3,13,-7,·,-1,4,4
FN deposition inh,5,-6,-5,-4,-2,-6,-2,31*,2
Statin myotox sup,·,1,7,·,·,-8,2,8,-47
